Screening results: PubChem BioAssay, several laboratories
ssDAF-12 act: activates DAF-12 receptor from parasite S. stercoralis; HEK293 ssDAF-12/GRIP1 lit1-tk-luc reporter, luminescence; % of 3 µM dafachronic acid response; activation, % at 6.8 µM; 1% of 370,000 active; AID 652126;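 active = activation above the mean over all tested compounds plus 3 SD, cut at about 0.9% in these data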;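 also: 0% = DMSO-only wells and 100% = 3 µM delta7-dafachronic acid wells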
PG9 Ab binder: PG9 antibody binding by small molecule. TR-FRET gp120-PG9 antibody binding. inhibition, % at 6.7 µM. 0.43% of 360,000 active. AID 624416; in the data active = inhibition above about 8.5%
GAA850 FXN act: frataxin GAA850 promoter activation. activation, % at 6 µM. 0.56% of 360,000 active. HEK293 lucGAA850 FXN promoter luciferase reporter, 24 h; percent of 10 µM SAHA response. AID 540364;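 active = activation above the average of all compounds screened plus 3 SD, cutoff fixed separately per campaign, cut at about 7.5% in these data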;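 also: 0% = DMSO wells and 100% = 10 µM SAHA wells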
HGIII-sPLA2 inh: Blocks human group III sPLA2 activity | Q9NZ20 | QFRET BODIPY PC-A2 liposome hydrolysis, fluorescence | inhibition, % at 12.2 µM | 0.56% of 370,000 active | AID 743126;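 active = inhibition above mean plus 3 SD of compounds lying within the high and low control bounds, cut at about 19% in these data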;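 also: 0% = median of test compound wells and 100% = no enzyme DMSO wells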
Rev-erbA mod: modulates human Rev-erb alpha binding to DNA; P20393; Rev-erbα–FITC-DNA binding, fluorescence polarization, 90 min; activity, % at 10 µM; 0.79% of 370,000 active;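 active = activity above about 14%, limit read from the data; passing the limit was not always enough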;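 also: 0% = DMSO wells with 35 nM protein and 100% = DMSO wells with 750 nM protein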
Target sequence (P20393 whole entry, looked up): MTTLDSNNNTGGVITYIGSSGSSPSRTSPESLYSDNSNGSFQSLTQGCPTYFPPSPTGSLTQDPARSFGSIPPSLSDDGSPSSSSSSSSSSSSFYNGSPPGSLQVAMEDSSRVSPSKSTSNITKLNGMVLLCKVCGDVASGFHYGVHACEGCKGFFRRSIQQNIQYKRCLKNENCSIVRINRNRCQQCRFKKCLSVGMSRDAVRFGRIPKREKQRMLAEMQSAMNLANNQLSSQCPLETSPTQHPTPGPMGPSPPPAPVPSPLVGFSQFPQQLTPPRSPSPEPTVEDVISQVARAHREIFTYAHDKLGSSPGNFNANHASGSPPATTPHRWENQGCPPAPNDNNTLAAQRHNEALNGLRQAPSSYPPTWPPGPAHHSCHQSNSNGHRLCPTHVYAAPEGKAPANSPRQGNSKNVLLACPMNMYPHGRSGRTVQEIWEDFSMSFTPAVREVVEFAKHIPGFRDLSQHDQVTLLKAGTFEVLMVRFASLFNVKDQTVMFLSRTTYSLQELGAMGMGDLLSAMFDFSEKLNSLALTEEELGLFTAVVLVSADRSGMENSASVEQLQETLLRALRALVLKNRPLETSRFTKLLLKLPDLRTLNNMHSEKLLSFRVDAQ
PLCb3 inh: inhibitors of human phospholipase C beta3; 0.18% of 370,000 active; AID 720704; inhibition, % at 12.2 µM; Q01970; Purified PLC-beta3, fluorogenic substrate, fluorescence; in the data active = inhibition above about 11%;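 also: 0% = median of compound wells on plate and 100% = full blocker control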
hcDAF12 agonist: activators of H. contortus DAF-12 nuclear receptor; HEK293 hcDAF-12 lit1-tk-luc reporter, luminescence; 0% DMSO, 100% Δ7-dafachronic acid; activation, % at 6.8 µM; 1.4% of 370,000 active;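 active = activation above the mean of all tested compounds plus 3 SD, cut at about 5.5% in these data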;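 also: 100% = response to 3 µM Δ7-dafachronic acid high control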
DAX1 inh-1: DAX1 (NR0B1) inhibition, primary screen; inhibition, % at 6.8 µM; AID 652010; 1.1% of 370,000 active; HEK293T StAR-luciferase reporter, SF-1/DAX-1 repression relief;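 active = inhibition above the mean over all tested compounds plus 3 SD, cut at about 3.6% in these data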;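 also: 0% = DAX-1 cells with DMSO and 100% = cells lacking DAX-1 with DMSO; higher inhibition means more luminescence from relief of DAX-1 repression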
hgDAF12 agonist: agonists of H. glycines DAF-12 nuclear receptor; 1.8% of 370,000 active; activation, % at 6.8 µM; HEK293 GAL4-hgDAF12 UAS-luciferase reporter, agonist luminescence; normalized to butyrate control;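 active = activation above a cutoff set at the mean of all screened compounds plus 3 SD, cut at about 10% in these data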;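 also: 0% = DMSO wells and 100% = sodium butyrate wells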
DAX1 inh-2: inhibits human nuclear receptor DAX1; HEK293 Gal4-DAX1 luciferase reporter, luminescence; P51843; inhibition, % at 6.75 µM; AID 504766; 0.99% of 340,000 active;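 active = inhibition above the mean over all tested compounds plus 3 SD, cut at about 4.2% in these data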;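 also: 0% = DAX1-transfected cells with DMSO and 100% = empty-vector control cells with DMSO; inhibition shows as a rise in luminescence from relieved DAX1 repression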
Target sequence (P51843 207-470 limits assumed): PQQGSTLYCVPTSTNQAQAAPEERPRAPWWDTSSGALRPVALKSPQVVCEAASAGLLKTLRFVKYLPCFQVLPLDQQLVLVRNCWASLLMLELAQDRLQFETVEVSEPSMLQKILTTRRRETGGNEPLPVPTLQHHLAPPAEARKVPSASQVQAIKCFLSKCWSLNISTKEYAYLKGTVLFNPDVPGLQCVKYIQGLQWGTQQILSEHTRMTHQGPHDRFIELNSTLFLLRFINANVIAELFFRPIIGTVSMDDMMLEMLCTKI
SMARCA2 act: SMARCA2 function activation, primary screen. MG213 cells, MMTV-luciferase reporter, dexamethasone, overnight. activation, % at 9.1 µM. 1% of 370,000 active. AID 652017; in the data active = activation above about 7.8%;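 also: 0% = vehicle wells and 100% = reference activator wells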
* hit, by the source's call; i = inactive; · = not tested or not shown.

SMILES	ssDAF-12 act	PG9 Ab binder	GAA850 FXN act	HGIII-sPLA2 inh	Rev-erbA mod	PLCb3 inh	hcDAF12 agonist	DAX1 inh-1	hgDAF12 agonist	DAX1 inh-2	SMARCA2 act
Cc1csc(NC(=O)CSc2nnc(-c3cccnc3)o2)n1	-0.7	-1.1	3.6	3.0	-1.8	-18.8	2.1	3.4	4.0	1.7	3.3
CCC1C(=O)N=C(SCC(=O)Nc2ccc(C(=O)OC)cc2)NC1=O (centres undefined)	-0.7	0.8	-0.5	3.9	2.5	0.9	-0.6	-0.4	1.7	0.3	4.9
Cc1ccc(N(O)C(=O)NCCCCNC(=O)N(O)c2ccc(C)cc2)cc1	-0.6	-3.2	7.7*	-2.3	1.1	3.1	-0.5	0.2	-1.0	1.7	-0.2
NC(=O)C1CCN(C(=O)c2cc(-c3ccc(Cl)cc3)nc3ccccc23)CC1	-1.0	0.3	2.4	-1.0	-5.6	-0.7	-0.9	-0.8	-1.2	-0.3	-0.8
OCCN(CCCn1c(C(F)(F)F)nc2ccccc21)c1nc(CN2CCCCC2)cs1	-0.9	-0.8	0.9	11.9	1.4	-5.0	3.5	0.2	-1.3	0.9	0.9
c1ccc(Oc2ccc(-c3ccnc4nc(N5CCOCC5)nn34)cc2)cc1	-2.1	1.1	4.2	1.2	-4.2	i	-3.1	-1.3	-6.1	-1.1	-1.9
Oc1ccc(Cl)cc1-c1cc(-c2ccccc2Cl)[nH]n1	-0.4	0.8	1.6	-20.6	0.2	2.5	6.1*	0.5	9.7	5.6*	-1.4
CCOC(=O)c1cn2nc(Oc3ccc(OC)cc3)ccc2n1	-0.9	-1.3	0.3	1.1	4.7	-6.7	2.6	0.1	-2.0	-0.7	-0.7
Cc1ccccc1Cn1cc(COC(=O)NCCc2c[nH]c3ccccc23)nn1	-0.6	·	·	-77.5	0.3	3.4	-2.0	-0.6	-1.4	·	1.7
Cn1ccc(C(=O)OCC(=O)Nc2ccccc2Cl)n1	-0.7	-1.4	0.6	1.7	4.8	-6.2	1.1	-0.3	0.0	0.2	-3.0
CN1C(=O)c2ccc(C(=O)NCc3ccccc3)cc2C1=O	0.8	0.4	1.6	13.2	-2.5	4.4	-1.5	0.4	0.4	2.9	-1.1
COC(=O)c1sc(NC(=O)/C=C/c2ccc(C)o2)nc1C	-1.0	-1.3	4.4	-3.3	2.2	-40.4	5.0	0.5	4.8	1.1	6.3
CCOC(=O)CSc1nnc(-c2ccccc2)c(-c2ccccc2)n1	-1.4	-0.3	2.9	1.1	2.1	-4.0	-0.7	0.0	-3.6	0.5	2.1
Cn1cc(C(F)(F)F)nc1-c1ccc(OCC(O)CNCCOc2ccc(O)c(C(N)=O)c2)cc1 (centres undefined)	-1.6	0.3	0.1	-6.6	0.7	-103.7	-1.2	-0.9	1.2	-1.1	1.1
Cc1ccc(OCC(O)CN2CCOCC2)cc1C (centres undefined)	-1.4	-0.6	0.1	1.8	0.8	-2.9	-0.5	0.0	2.1	-1.0	-1.3
COC(=O)CNC(=O)C(CCSC)NC(C)=O (centres undefined)	-0.9	-1.4	0.9	-1.6	3.3	2.4	0.6	-0.2	-0.9	3.0	1.5
COc1ccc(-c2nc(NC(=O)c3n[nH]c(=O)c4ccccc34)sc2C)cc1	-1.7	-0.2	-2.6	-0.3	-2.0	1.7	-2.0	0.4	-1.6	-1.4	-2.4
O=C1C2C3C=CC(CC3)C2C(=O)N1/N=C/c1ccc(O)c(O)c1 (centres undefined)	-1.4	-3.7	4.7	10.8	-2.2	-0.4	-0.8	-0.3	-1.8	-1.4	-2.1
Cc1cccc(NC(=O)NC2CCCCCCC2)c1	0.5	1.3	7.6*	0.8	-2.0	-7.2	0.9	5.7*	8.0	1.4	6.1
CN(C)CCCn1c(SCC(=O)Nc2sc3c(c2C#N)CCCC3)nnc1-c1ccncc1	-1.4	0.3	-0.4	-2.8	1.9	1.6	-0.3	-0.3	-2.7	0.0	0.5
CC(C)c1cc(CNC(=O)C2CCC(=O)N(Cc3ccccc3F)C2)on1 (centres undefined)	-0.4	-1.7	-1.5	-2.8	2.0	-3.1	-0.8	-0.8	-1.4	0.2	2.6
CC1(C)CC(NC(=O)c2cc(S(=O)(=O)N3CCOCC3)ccc2Cl)CC(C)(C)N1	-1.1	2.3	0.0	-2.9	-5.0	-0.7	-0.8	-1.4	-0.4	0.5	-1.9
Cc1ccc(NC(=O)N2CCc3ccccc3C2)cc1	0.6	-1.2	4.5	2.5	0.4	2.8	7.4*	1.5	8.2	2.2	8.9*
CCOc1ccc(/C=N/NC(=O)c2cc3c(OC)cccc3[nH]2)cc1	-1.4	0.0	0.8	-12.5	-4.9	-105.1	-0.8	-1.0	7.1	-0.2	0.7
CC12CC3(C)CC(C)(C1)CC(C(=O)NC(=S)N1CCOCC1)(C2)C3	-1.2	0.0	1.0	20.1*	5.2	-0.1	-2.8	0.3	-1.4	-0.5	1.1
Additional entries follow.
SMILES	ssDAF-12 act	PG9 Ab binder	GAA850 FXN act	HGIII-sPLA2 inh	Rev-erbA mod	PLCb3 inh	hcDAF12 agonist	DAX1 inh-1	hgDAF12 agonist	DAX1 inh-2	SMARCA2 act
O=C(NNC(=S)NCc1ccccc1)c1ccccc1OC(F)F	0.1	-0.5	-0.9	19.9*	-2.8	-0.7	1.1	0.3	0.9	0.1	-2.0
Cc1ccc2nc(Cc3ccc(N)cc3)[nH]c2c1	-0.3	0.4	4.7	3.8	2.8	-7.5	1.2	2.2	7.1	1.5	-0.3
Cc1cc(-c2ccc(C)c(S(=O)(=O)NCc3cccc(Br)c3)c2)on1	-1.7	-0.9	-0.2	-22.8	1.9	-7.5	-2.5	-0.4	-2.4	-0.3	-3.6
N#Cc1ccc(OCC(=O)OCCCOC(=O)COc2ccc(C#N)cc2)cc1	-0.8	0.3	0.9	0.8	5.2	-2.3	0.0	1.3	-0.1	0.1	0.0
CCCCCOc1ccc(C(=O)Nc2ccc(N3CCOCC3)cc2N2CCOCC2)cc1	-1.5	-1.4	2.0	1.7	-9.0	-2.5	-0.7	0.8	1.7	0.1	4.8
OCC1(CC2CCCCO2)CCN(Cc2ccccc2-c2ccco2)CC1 (centres undefined)	-0.8	1.2	1.7	-5.6	5.7	-0.5	1.4	-0.1	-0.3	-1.1	-0.4
COc1ccc(CC(N)c2csc(NC(=O)Nc3ccc(F)cc3)n2)cc1 (centres undefined)	-1.8	1.5	-1.7	5.6	-5.7	-2.2	-0.8	-2.2	-2.5	·	-3.1
O=C(O)c1ccccc1SC1CC(=O)N(c2ccccc2)C1=O (centres undefined)	-1.5	-0.3	4.1	-0.6	-0.1	-2.4	6.0*	0.1	1.5	1.1	0.8
CC(C)CC(NC(=O)c1cccc(Cl)c1)C(=O)O (centres undefined)	-1.1	-0.5	0.1	8.4	-3.0	-0.1	-1.4	0.3	-1.6	0.3	-1.1
CCOc1ccc(/C=C/C(=O)Nc2ccccc2C(F)(F)F)cc1	-0.7	-3.0	3.2	2.9	4.5	2.1	2.7	1.2	9.4	0.9	0.0
Cc1ccc([C@H]2C[C@H](O)[C@@H](n3cc(-c4ccc(F)cc4)nn3)CN2C(=O)c2cccs2)cc1	-0.6	-1.0	-1.2	-35.1	0.6	-2.1	-1.9	-1.0	-1.4	1.3	-1.5
COCC(=O)NCc1nc2ccccc2n1Cc1ccccc1F	-0.5	-1.0	0.6	-2.4	3.9	3.2	-2.1	0.7	2.8	0.5	4.9
CC(C)=CCC/C(C)=C/CNC(=O)C[C@H]1C[C@H](C(=O)N2CCOCC2)[C@@]2(C)c3[nH]c4ccc(Cl)cc4c3CCN2C1=O	-1.2	3.1	-0.8	0.0	-7.9	8.7	0.2	0.7	-0.1	0.3	-5.7
CCn1c(=N)n(CC(O)c2cccs2)c2ccccc21 (centres undefined)	-1.7	2.0	-0.3	1.9	3.3	-1.3	-0.3	-0.8	-0.6	-1.5	0.0
CC(OC(=O)c1ccc2c(=O)n3c(nc2c1)CCCCC3)C(N)=O (centres undefined)	-1.1	-1.4	3.6	2.1	0.7	2.5	0.9	0.3	5.2	-0.7	2.7
CC(=O)NCCNc1nc(NCc2ccccc2)nc2ccsc12	-0.2	0.3	1.3	4.7	-3.0	3.5	-1.1	0.1	-0.9	·	-3.9
CCCn1nc2ccccc2c1P(=N)(N1CCOCC1)N1CCOCC1	-1.5	-1.9	1.5	7.1	0.8	-0.9	-0.7	-0.5	-0.8	0.5	2.2
COc1ccc(CNC(=S)Nc2cc(C)cc(C)c2)cc1	-0.5	-0.8	1.2	-12.5	-9.5	6.0	-0.9	-0.4	-1.4	0.3	-2.4
COc1ccc(N2CCN(c3cc(C)c4ccc(C)cc4n3)CC2)cc1	-1.7	0.9	5.4	8.7	3.4	-17.8	0.9	-0.4	0.6	-1.7	-1.1
C[C@@H]1CN([C@H](C)CO)C(=O)c2cc(Br)cnc2O[C@@H]1CN(C)C(=O)NC1CCCC1	-0.8	-1.8	-2.0	7.3	-0.1	3.3	-2.8	0.5	-0.7	1.3	-2.0
COc1ccc(CCN2C(=O)CN=C2Nc2ccc(F)cc2)cc1OC	-0.2	-0.4	0.8	0.2	5.9	4.0	-0.4	0.2	-1.4	0.7	-1.3
CN(C)S(=O)(=O)c1cccc(C(=O)N/N=C\c2ccccc2[N+](=O)[O-])c1	0.6	·	·	1.2	-0.6	-17.0	3.5	6.9*	11.4*	·	0.7
Cc1cc(C)nc(-n2ncc3c2CC(c2cccc(Cl)c2)CC3=O)n1 (centres undefined)	-2.0	-1.2	1.8	-17.6	1.6	-3.1	-3.3	-1.6	-2.2	-1.4	-4.5
N#Cc1c(-n2cccc2/C=N/O)sc2c1CCCC2	-1.4	-1.4	0.3	-8.6	-1.2	-5.5	-0.8	-0.2	-3.1	-0.6	-0.4
O=c1oc2ccc3ccccc3c2cc1-c1nnc(-c2cccs2)o1	0.7	0.5	3.4	7.1	-11.4	-108.7	3.0	2.4	10.9*	3.3	1.2
CC1CCN(S(=O)(=O)N2CCC(C(=O)NCc3ccc(F)cc3Cl)CC2)CC1	-1.4	-0.1	-2.2	1.8	-0.4	1.8	-1.7	0.3	-0.5	0.8	-0.3
CCCCN1C[C@H](Cc2ccccc2)[C@@H](CC(=O)NC)C1=O	-1.3	-0.7	0.8	5.5	2.6	3.2	0.7	-0.7	-1.6	0.5	0.5
O=C(NC1CC1)C1=C[C@H](c2ccc(C(F)(F)F)cc2)C[C@H](OCCCCO)O1	-1.0	1.8	0.4	0.3	-2.1	0.9	-1.4	0.9	-1.1	0.9	1.4
Cc1ccc(-c2nc(CC(=O)Nc3cccc(S(=O)(=O)NC4=NCCC4)c3)cs2)cc1	-1.8	-0.5	0.9	4.6	3.7	-14.4	-1.4	-0.3	0.0	-0.1	-2.9

Compounds as they come. Share with any hit: about 7%.
